NPSR antag: qHTS Assay for Antagonists of the Neuropeptide S Receptor: cAMP Signal Transduction; CHO-NPSR cells, cAMP TR-FRET, antagonist mode; Q6W5P4; Potency, µM (titrated, usually from 38.3 µM), without a hit: top-dose activity change, negative = inhibition, actives largely listed as inhibitors; AID 1461, 2008; 220,000 tested, 1% active; note: potency is the fitted concentration of half-maximal effect; % is set by controls: 0 for no effect and ±100 for the full control effect; nearly all actives have a fitted effect of over 50% in size; many of its hits are not listed in these tables
Lamin A splicing: qHTS Assay for Modulators of Lamin A Splicing. HeLa LMNA splicing GFP/RFP minigene ratio, 48 h. Potency, µM (series often up to 46.1 µM), for inactives: at the top dose ratio change, negative = inhibition, hits mostly inhibitors. 200,000 tested, 0.01% active. AID 1487, 2009; active = well fitted inhibition curve with a large enough effect in the signal ratio, with a control signal flat, not every such curve was filed as active; inconclusive = small, poorly fitted or top-dose-only effect, or effect the other way, or a change in a side signal; the % refers to the signal ratio; note: potency is the fitted concentration of half-maximal effect; % is set by controls: 0 for no effect and ±100 for the full control effect
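S3 HeLa stable clones carrying a lamin A-EGFP splicing minigene plus DsRed2 were seeded at 600 cells/well in Opti-MEM with 2% FBS, pin-dosed and incubated 48 h at 37°C. Acumen cytometry (488 nm) gave the GFP/RFP total-intensity ratio.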
IMPase Li cell: qHTS Assay for Identifying the Cell-Membrane Permeable IMPase Inhibitors: Potentiation with Lithium; CHO-M1 cells, IP1 TR-FRET (IP-One), carbachol + lithium; 210,000 tested, 0.35% active; Potency, µM (titrated, usually from 59.4 µM), for inactives: top-dose activity, negative = IMPase inhibition, usual class: inhibitors;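 note: IP1 builds up when IMPase is blocked and the TR-FRET signal falls; potency is the fitted concentration of half-maximal effect; plate controls were basal vehicle for no effect and high inhibitor control for full effect; nearly all actives have a fitted effect of over 50% in size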
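Test compounds were applied to CHO-M1 cells previously cultured for 16–30 h at 2000 per well. A small lithium amount accompanied them; after 30 min at 37C, IP1 was quantified by TR-FRET.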
Epigenetic derep: Quantitative High-Throughput Screen for Regulators of Epigenetic Control; murine LDR cells, GFP reporter derepression, 30 h; Potency, µM (titrated, usually from 53.9 µM), for the others: at the top dose GFP activation, most hits filed as activators; 280,000 tested, 0.2% active; note: potency is the fitted concentration of half-maximal effect; % of control where 0% means no effect; nearly all actives have a fitted effect of over 60% in size
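GFP-positive cell count by laser-scanning cytometry (objects 20–120 um) after 30 h, 37 C compound exposure of murine LDR cells; reporter is CMV-GFP integrated at a silenced locus, inducible by HDAC or DNMT inhibitors.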
CBFb-RUNX1 inh: qHTS Assay for Compounds Blocking the Interaction Between CBF-beta and RUNX1 for the Treatment of Acute Myeloid Leukemia. Runt-related transcription factor 1 (Homo sapiens) + Core-binding factor subunit beta …. AlphaScreen CBFb-His/RUNX1-biotin binding, biochemical. Potency, µM (highest dose often 59.8 µM), without a hit: at the highest dose activity, negative = inhibition, hits mostly inhibitors. 230,000 tested, under 10 active; note: % of control where 0% means no effect
Target sequence (Q01196 whole entry, looked up): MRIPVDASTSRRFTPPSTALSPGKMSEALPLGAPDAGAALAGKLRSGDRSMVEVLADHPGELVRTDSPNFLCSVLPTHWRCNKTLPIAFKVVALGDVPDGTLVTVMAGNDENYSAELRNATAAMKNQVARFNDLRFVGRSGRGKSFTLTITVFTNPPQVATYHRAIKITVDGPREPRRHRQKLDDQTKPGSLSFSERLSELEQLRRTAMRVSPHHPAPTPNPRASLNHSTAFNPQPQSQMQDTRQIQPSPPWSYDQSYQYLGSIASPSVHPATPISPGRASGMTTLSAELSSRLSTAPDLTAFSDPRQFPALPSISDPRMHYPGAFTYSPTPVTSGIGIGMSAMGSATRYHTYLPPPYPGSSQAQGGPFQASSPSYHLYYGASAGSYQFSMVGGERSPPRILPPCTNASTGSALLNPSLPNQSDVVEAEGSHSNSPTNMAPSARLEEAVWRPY
Target sequence (Q13951 whole entry, looked up): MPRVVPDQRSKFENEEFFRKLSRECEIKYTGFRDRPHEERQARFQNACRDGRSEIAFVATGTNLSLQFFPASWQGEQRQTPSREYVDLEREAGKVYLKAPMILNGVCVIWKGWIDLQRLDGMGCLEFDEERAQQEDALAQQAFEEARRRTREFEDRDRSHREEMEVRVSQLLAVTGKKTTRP
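AlphaScreen proximity signal reports loss of binding between His-tagged CBF-beta and biotin-labelled RUNX1, each at 30 nM. Proteins are pre-associated for 20 minutes, compounds added for 15 minutes, then beads for 90 minutes, all at ambient temperature.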
aGal spleen mod: qHTS Assay for Inhibitors and Activators of Human alpha-Galactosidase From Spleen Homogenate; 240,000 tested, 0.008% active; Alpha-galactosidase A (Homo sapiens), P06280; AID 2107, 2009; human spleen homogenate, 4MU-alpha-Gal fluorescence, 40 min; Potency, µM (series often up to 80 µM), for the others: at the highest dose activity change, negative = inhibition, usual class: inhibitors;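 note: potency is the fitted concentration of half-maximal effect; 0% = enzyme with vehicle and -100% = no enzyme basal signal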
Target sequence (P06280 32-429 limits assumed): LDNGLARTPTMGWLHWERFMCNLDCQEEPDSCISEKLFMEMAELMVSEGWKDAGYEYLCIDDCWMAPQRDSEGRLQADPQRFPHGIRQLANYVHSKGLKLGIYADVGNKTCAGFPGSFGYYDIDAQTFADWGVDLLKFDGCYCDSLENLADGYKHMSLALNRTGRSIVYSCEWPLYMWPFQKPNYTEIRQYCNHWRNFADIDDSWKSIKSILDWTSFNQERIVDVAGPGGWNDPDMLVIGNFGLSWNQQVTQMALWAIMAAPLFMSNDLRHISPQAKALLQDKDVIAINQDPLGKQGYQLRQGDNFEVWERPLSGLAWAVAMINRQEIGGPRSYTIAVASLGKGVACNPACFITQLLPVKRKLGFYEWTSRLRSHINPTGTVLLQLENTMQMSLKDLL
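Fluorogenic readout (Ex 365/Em 440 nm) of 4-methylumbelliferone released from 1 mM 4-MU-alpha-galactoside by spleen homogenate, 40 min at 37C, pH 5.0. Data normalized to no-enzyme and enzyme controls; Hill-equation AC50 from compound titrations.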
KinaseGlo FLuc: Counterscreen for Luciferase (Kinase-Glo TM) Inhibition. 200,000 tested, 0.28% active. Kinase-Glo luciferase, ATP luminescence, 8 min. Potency, µM (titrated, usually from 38.3 µM), without a hit: top-dose activity change, negative = inhibition, usual class: inhibitors; note: potency is the fitted concentration of half-maximal effect; % is set by controls: 0 for no effect and ±100 for the full control effect; nearly all actives have a fitted effect of over 60% in size
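Inhibition of Kinase-Glo luciferase light generation was assessed at 10 uM ATP in pH 7.2 imidazole buffer, with luminescence measured after eight minutes at ambient temperature.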
The depositor's hits bear a star; ? = inconclusive; . = not tested or not shown; & = joins results of further samples; [ ] = another dose, or the depositor's remark. Unless noted, calls come from the whole dose curve; as a rule, active = well fitted curve in the direction sought with a large enough effect; inconclusive = small, poorly fitted or top-dose-only effect, or another doubt; inactive = no such curve, though single readings can be large; an effect the other way counts as inactive or inconclusive. Only part of the results is shown; the hit share may differ from the screen's.

(1) NNC(=O)c1sccc1OCc1cccc(C(F)(F)F)c1
(2) CC(C)C(C)NC(=O)COc1ncnc2sccc12 (centres undefined)
(3) CCn1nnc(NC(=O)C(c2ccccc2)c2ccccc2)n1
(4) COCCCNC(=S)Nc1ccc(CC(=O)O)cc1
(5) N#CC1(c2nc3ccccc3[nH]2)CC1c1ccc2c(c1)OCO2 (centres undefined)

assay / entry	1	2	3	4	5
NPSR antag	0%	13%	-10%	9%	-11%[46.1 µM]
Lamin A splicing	7%[9.22 µM]	1%[46 µM]	7%[46 µM]	?	7%
IMPase Li cell	16%	8%	10%	3%	13%[38.3 µM]
Epigenetic derep	0.0%	-3.8%	1.0%	0.9%	-1.0%
CBFb-RUNX1 inh	10%	21%	2%	-18%	0%
aGal spleen mod	4%	-11%	1%	6%	10%
KinaseGlo FLuc	-2%	3%	1%	5%	0%

(6) CCOC(=O)c1cn(CC(=O)Nc2cccc(F)c2)nn1
(7) O=C(CO)N/N=C/c1ccccc1F
(8) O=C(CS(=O)(=O)Cc1ccccc1)N1CCc2ccccc2C1
(9) CC1=NN(c2ccc(C)cc2C)C(=O)C1C(c1ccccc1)C1C(=O)N(c2ccc(C)cc2C)N=C1C (centres undefined)
(10) CCOC(=O)C(Oc1ccc2c(-c3ccc(OC)cc3)cc(=O)oc2c1C)c1ccccc1 (centres undefined)

assay / entry	6	7	8	9	10
NPSR antag	22%	-1%[46.1 µM]	1%[46.1 µM]	-11%[46.1 µM]	?
Lamin A splicing	.	8%	-7%	14%	10%
IMPase Li cell	-14%	7%[38.3 µM]	-5%	13%[38.3 µM]	11%[38.3 µM]
Epigenetic derep	6.9%	-2.6%	0.0%	0.0%	-1.1%
CBFb-RUNX1 inh	0%	0%	7%	1%	2%
aGal spleen mod	7%	5%	-5%	1%	2%
KinaseGlo FLuc	5%	1%	4%	7%	-2%

(11) FC(F)(F)c1cc(-c2cccs2)nc(-n2cc(Cl)cn2)n1
(12) COCCCNC(=O)CN(c1cccc(Cl)c1C)S(C)(=O)=O
(13) COc1ccc(NC(=O)c2c3c(nc4ccccc24)CCC3)cc1S(=O)(=O)N1CCOCC1
(14) COc1cc(N2CCOCC2)ccc1C=C(C#N)C#N
(15) COC(=O)CSc1ccc2nnc(CCNS(=O)(=O)c3ccc(C)cc3)n2n1

assay / entry	11	12	13	14	15
NPSR antag	2%[46.1 µM]	?	-2%	-7%	15%
Lamin A splicing	11%	-3%	-8%	11%[46 µM]	-4%[46 µM]
IMPase Li cell	28%[38.3 µM]	-2%	-4%	10%	-4%
Epigenetic derep	0.0%	0.0%	-0.3%	1.1%	-8.5%&0.8%
CBFb-RUNX1 inh	9%	-2%	?	-1%	0%
aGal spleen mod	4%	3%	1%	3%	-2%
KinaseGlo FLuc	-1%	-3%	-2%	2%	2%

(16) O=C(CCN1c2ccccc2Sc2ccccc21)OCc1nnc(-c2ccccc2)o1
(17) CCOC(=O)C(C)/C(C)=N/NC(=O)c1cc2ccccc2cc1O (centres undefined)
(18) Cc1cc(C(C)(C)C)oc1C(=O)N(CC(=O)NC1CCCC1)Cc1ccccc1
(19) COC(=O)CN(c1nc(C)c(Br)c(OC)n1)S(=O)(=O)c1ccc(C)cc1
(20) CCCCNCCOCCOc1ccc(C)cc1Br

assay / entry	16	17	18	19	20
NPSR antag	-13%[46.1 µM]	7%	?	?	8%
Lamin A splicing	3%	-16%	1%	3%	5%
IMPase Li cell	-7%[38.3 µM]	1%	27%[38.3 µM]	47%[activator][38.3 µM]	0%
Epigenetic derep	-1.3%	-1.1%	0.6%	-2.1%	-1.9%
CBFb-RUNX1 inh	-4%	-5%	5%	9%	-3%
aGal spleen mod	1%	1%	2%	-1%	-6%
KinaseGlo FLuc	-1%	0%	2%	3%	-2%

(21) O=c1c2ccc(Cl)cc2nc(-c2cccc(C(F)(F)F)c2)n1O
(22) COC(=O)C1C(=O)C2=C(CC1C)NC(=O)CC2c1cccc(C)c1 (centres undefined)
(23) O=C(CCc1nc(-c2ccccc2)no1)N1CCCC1
(24) O=C(CSc1ncn[nH]1)NC1CC2CCC1C2 (centres undefined)
(25) Nc1ncc2c(n1)-c1ccccc1CC2

assay / entry	21	22	23	24	25
NPSR antag	-7%[46.1 µM]	-11%[46.1 µM]	-3%[46.1 µM]	-6%[46.1 µM]	16%
Lamin A splicing	?	-6%	3%	14%	.
IMPase Li cell	-14%[38.3 µM]	2%[38.3 µM]	-12%[38.3 µM]	16%[38.3 µM]	2%
Epigenetic derep	-0.9%	-1.1%	0.2%	-2.0%	-4.7%
CBFb-RUNX1 inh	-2%	7%	0%	1%	12%
aGal spleen mod	-6%	-1%	-2%	3%	5%
KinaseGlo FLuc	-4%	0%	-5%	4%	-7%

(26) CCCc1nnc(NC(=O)CCC(=O)Nc2ccc(F)cc2)s1
(27) CCOc1ccc(C(=O)NCc2ccco2)cc1
(28) CC1(C)CC(=O)C=C(Nc2ccc(Br)cn2)C1
(29) O=C(NNc1ccccc1Br)C(=O)n1ccc2ccccc21
(30) CCOC(=O)c1c(CN2CCOCC2)n(-c2ccccc2)c2ccc(O)cc12

assay / entry	26	27	28	29	30
NPSR antag	-12%[46.1 µM]	-5%[46.1 µM]	-3%[46.1 µM]	6%	?
Lamin A splicing	0%	4%	-4%	4%	0%
IMPase Li cell	-20%[38.3 µM]	2%[38.3 µM]	-12%[38.3 µM]	2%	27%[38.3 µM]
Epigenetic derep	-0.7%	-9.8%	-0.4%	0.0%	1.1%
CBFb-RUNX1 inh	1%	-12%	-2%	1%	2%
aGal spleen mod	-8%	9%	1%	5%	-7%
KinaseGlo FLuc	10%	-8%	-3%	-2%	-5%

(31) CC(=O)c1c(C)[nH]c(C(=O)Nc2nc(-c3ccccc3)c(C)s2)c1C
(32) O=C(O)CSCCn1cccn1
(33) COc1ccc(-c2noc(CCCC(=O)NCCc3ccccc3)n2)cc1OC
(34) CCc1ccc(S(=O)(=O)Nc2ccc(N3CCN(C)CC3)cc2)cc1
(35) O=C(c1cccnc1)N1CCN(S(=O)(=O)c2ccc(S(=O)(=O)N3CCCC3)cc2)CC1

assay / entry	31	32	33	34	35
NPSR antag	?	-3%[46.1 µM]	-15%[46.1 µM]	3%	-8%[46.1 µM]
Lamin A splicing	-5%	10%	1%	.	3%
IMPase Li cell	.	3%[38.3 µM]	-3%[38.3 µM]	.	22%[38.3 µM]
Epigenetic derep	0.0%	-1.0%	1.1%	-1.3%	0.8%
CBFb-RUNX1 inh	-3%	-1%	2%	-7%	0%
aGal spleen mod	2%	8%	-1%	-14%	-5%
KinaseGlo FLuc	.	-2%	-1%	.	6%

Part of the list above, with each value named:
[33] COc1ccc(-c2noc(CCCC(=O)NCCc3ccccc3)n2)cc1OC
  NPSR antag = -15%[46.1 µM] | Lamin A splicing = 1% | IMPase Li cell = -3%[38.3 µM] | Epigenetic derep = 1.1% | CBFb-RUNX1 inh = 2% | aGal spleen mod = -1% | KinaseGlo FLuc = -1%
[34] CCc1ccc(S(=O)(=O)Nc2ccc(N3CCN(C)CC3)cc2)cc1
  NPSR antag = 3% | Lamin A splicing = . | IMPase Li cell = . | Epigenetic derep = -1.3% | CBFb-RUNX1 inh = -7% | aGal spleen mod = -14% | KinaseGlo FLuc = .

Next section:
(36) O=C(N/N=C/c1ccc(N2CCOCC2)cc1)c1ccc(O)cc1
(37) NCc1cccc(-n2cccn2)c1
(38) O=C(Nc1cccnc1)c1ccc(CN2CCc3ccccc3C2)cc1
(39) CCOc1ccc(-c2noc(CCCC(N)=O)n2)cc1OC
(40) O=C(O)COCC(=O)NCc1nc(-c2ccc(C(F)(F)F)cc2)no1

assay / entry	36	37	38	39	40
NPSR antag	12%	6%[46.1 µM]	-4%[46.1 µM]	-13%[46.1 µM]	12%
Lamin A splicing	9%[46 µM]	?	?	8%	.
IMPase Li cell	.	6%[38.3 µM]	14%[38.3 µM]	10%[38.3 µM]	.
Epigenetic derep	1.1%	2.6%	-2.0%	-4.1%	-0.4%
CBFb-RUNX1 inh	4%	-2%	-2%	8%	8%
aGal spleen mod	-3%	-6%	5%	2%	12%
KinaseGlo FLuc	.	-5%	0%	-3%	.

(41) c1ccc(OCc2nnnn2-c2ccccc2)cc1
(42) NC(=O)C1(N2CCCCC2)CCN(Cc2ccc(Br)cc2)CC1
(43) C(/C=C/c1ccccc1)=N/N1CCN(c2ccccc2)CC1
(44) COc1ccc(NC(=O)C(c2ccccc2)N(C)C(=O)c2ccc(=O)[nH]c2)cc1 (centres undefined)
(45) CC(C)C[C@@H](CC(=O)N[C@@H](CCCN)CC(=O)N[C@@H]1CCCC[C@H]1C(=O)N[C@H](CC(=O)N[C@@H](CCC(=O)O)CC(=O)O)CC(C)C)NC(=O)[C@@H]1CCCC[C@H]1N
(46) Cc1ccc(OCc2nnc(N)s2)cc1C
(47) CCOC(=O)c1nnc(-c2ccc(C)cc2)nc1Oc1ccc(Cl)cc1Cl

assay / entry	41	42	43	44	45	46	47
NPSR antag	-4%[46.1 µM]	60%	-15%[46.1 µM]	13%	.	14%	?
Lamin A splicing	-6%	.	-9%	?	.	.	9%
IMPase Li cell	.	.	0%	-5%	4%	.	-7%[38.3 µM]
Epigenetic derep	0.0%	0.1%	0.0%	-1.8%	-0.3%	-0.3%	1.3%
CBFb-RUNX1 inh	5%	6%	6%	-6%	11%	6%	-2%
aGal spleen mod	2%	2%	0%	-16%	-7%	9%	0%
KinaseGlo FLuc	.	.	-7%	4%	-1%	.	-2%

Sorted by formula weight (smallest number first): 3 of the compounds above
(46) Cc1ccc(OCc2nnc(N)s2)cc1C
(44) COc1ccc(NC(=O)C(c2ccccc2)N(C)C(=O)c2ccc(=O)[nH]c2)cc1 (centres undefined)
(45) CC(C)C[C@@H](CC(=O)N[C@@H](CCCN)CC(=O)N[C@@H]1CCCC[C@H]1C(=O)N[C@H](CC(=O)N[C@@H](CCC(=O)O)CC(=O)O)CC(C)C)NC(=O)[C@@H]1CCCC[C@H]1N

assay / entry	46	44	45
NPSR antag	14%	13%	.
Lamin A splicing	.	?	.
IMPase Li cell	.	-5%	4%
Epigenetic derep	-0.3%	-1.8%	-0.3%
CBFb-RUNX1 inh	6%	-6%	11%
aGal spleen mod	9%	-16%	-7%
KinaseGlo FLuc	.	4%	-1%
